Screens from PubChem.
KAT2A inh: GCN5L2 (KAT2A) acetyltransferase inhibition | GCN5L2 HAT assay, ThioGlo1 CoA-SH fluorescence | Q92830 | 390,000 tested, 0.21% active | Potency, µM (highest dose often 58.9 µM), without a hit: at the highest dose activity change, negative = inhibition, most hits filed as inhibitors
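GCN5L2 (20nM final) in 50mM HEPES, 0.1mM EDTA pH 7.5, 0.01% Tween-20 was preincubated 15 min at room temperature with compound, then given ThioGlo1 (50uM), H3(1-25) peptide (75uM) and acetyl-CoA (70uM); CoA-thiol fluorescence (Ex340/Em540) was read at 0 and 20 min.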
FEN1 inhibitor: blocks human flap endonuclease 1; P39748; Recombinant FEN1 flap cleavage, fluorescence, 15 min; Potency, µM (doses to about 114 µM), inactives show at the top dose activity change, negative = inhibition, actives largely listed as inhibitors; 390,000 tested, 0.35% active; also: nearly all actives have a fitted effect of over 65% in size
Target sequence (P39748 whole entry, looked up): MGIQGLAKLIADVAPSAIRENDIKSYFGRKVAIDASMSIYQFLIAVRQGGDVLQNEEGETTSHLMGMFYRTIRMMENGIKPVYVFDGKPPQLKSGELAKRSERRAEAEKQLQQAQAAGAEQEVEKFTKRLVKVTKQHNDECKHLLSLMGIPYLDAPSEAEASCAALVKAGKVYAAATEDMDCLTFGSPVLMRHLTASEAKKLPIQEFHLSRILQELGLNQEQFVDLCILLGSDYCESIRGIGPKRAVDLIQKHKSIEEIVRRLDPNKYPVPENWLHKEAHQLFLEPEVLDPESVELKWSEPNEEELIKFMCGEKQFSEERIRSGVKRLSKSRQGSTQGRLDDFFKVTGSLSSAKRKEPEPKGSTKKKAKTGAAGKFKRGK
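Recombinant FEN1 (10 nM) was preincubated with pin-transferred compounds for 15 min at room temperature, then flap DNA substrate (50 nM final) was added. Plates were read at 0 and 15 min, and normalized concentration–response data were fitted to a four-parameter Hill equation.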
N370S GC mod: inhibits or activates N370S mutant glucocerebrosidase; P04062; N370S GC spleen homogenate, 4MU-glucoside fluorescence; Potency, µM (top dose mostly 59.4 µM), without a hit: top-dose activity change, negative = inhibition, hits mostly inhibitors; 330,000 tested, 0.092% active; AID 2101;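 also: 0% = full enzyme activity and -100% = no enzyme basal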
Starred values were filed as active, the others as inactive; ? = inconclusive; nt = not tested or not shown; & = joins results of further samples; [ ] = dose if it differs, or a comment. Calls follow the shape of the dose curve; as a rule, active = well fitted curve in the direction sought with a large enough effect; inconclusive = small, poorly fitted or top-dose-only effect, or another doubt; inactive = no such curve, though single readings can be large; an effect the other way counts as inactive or inconclusive. Unless noted, % is scaled to controls: 0 for no effect and ±100 for the full control effect; potency is read from the fitted curve at half-maximal effect. Not all compounds are listed; rates above refer to the full screens.

SMILES	KAT2A inh	FEN1 inhibitor	N370S GC mod
C=CCOc1ccccc1CN1CCCC(CCC(=O)N(C)CCc2ccccn2)C1 (stereo not drawn)	-3%	-9%	-20%
COc1ccc(C(C)=O)cc1COC(=O)CCCN1C(=O)c2ccccc2C1=O	4%	-6%	8%
CCOC(=O)CC(=O)c1[nH]c(C)c(C(=O)OCC)c1C	0%	18%	3%
COc1ccc(-c2cc(-c3ccccc3)nc(SCC(=O)CC(=O)OC(C)C)c2C#N)cc1	17%	9%	nt
COc1ccc(C(=O)OCC(=O)NCc2cccs2)c(OC)c1OC	-3%	-3%	nt
CCOc1ccc(NC(=O)C(Cc2ccccc2)N2C(=O)c3cccc4cccc(c34)C2=O)cc1 (stereo not drawn)	-10%	?	-11%
CCC(=O)N1CCc2cc(S(=O)(=O)Nc3ccc4c(c3)OCCO4)ccc21	2%	-1%	2%
Cn1cc(C(=O)Nc2ccc3c(c2)CCC3)cn1	0%	0%	8%
CCc1noc(C)c1C(=O)OCC(=O)c1ccc(OC)c(OC)c1	0%	-8%	nt
O=C1c2ccccc2C(=O)C12Cc1ccccc1N1CCN(c3ccccc3)CC12 (stereo not drawn)	-3%	-1%	-10%
CCNC(=O)c1cc(S(=O)(=O)N(C)C)c(Cl)cc1Cl	1%	-4%	2%
COC(=O)c1ccc(C2Nc3ccc(/C(C)=N/NC(=O)C(OC)c4ccccc4)cc3C3C=CCC32)cc1 (stereo not drawn)	-27%	9%	3%
CCCn1ccc2c(OCC(=O)Nc3ccccc3C(=O)OCC)cccc2c1=O	-1%	-3%	nt
COc1ccc([N+](=O)[O-])cc1NC(=O)C(C)Sc1nc(-c2ccccc2)cs1 (stereo not drawn)	-9%	-2%	10%
CC1=Nc2ccc(C)cc2/C1=C/c1c(N)n2oc(C)cc2nc1=O	-15%&-7%	2%&-15%	1%&-1%
COc1ccc(-c2nc3c4ccccc4n(CC(=O)Nc4ccc(C(C)=O)cc4)c(=O)n3n2)cc1	0%	-1%	nt
COc1ccc(N2CC(NC(=O)COc3cccc(C)c3)CC2=O)cc1OC (stereo not drawn)	4%	-12%	nt
CCOC(=O)c1ccc(NC(=O)CCc2c(C)nc3c(c(C)nn3C)c2C)cc1	-9%	-19%	nt
COCCNC(=O)c1c(N)sc2c1CCCC2	-6%	nt	1%
CCC[C@@H]1O[C@@H]2C[C@@H]3[C@H]4CCC5=CC(=O)C=C[C@@]5(C)[C@H]4[C@H](O)C[C@@]3(C)[C@@]2(C(=O)CO)O1	-2%	nt	-2%[21.6 µM]
OCC1(Cc2cccc(C(F)(F)F)c2)CCN(Cc2cc3ccccc3o2)CC1	-2%	?	-30%
CCOC(=O)C1(CCOc2ccccc2)CCN(Cc2cccc(OC)c2O)CC1	-10%	-4%	-22%
CCN(CC)CCCNC(=O)Cn1c(-c2cccs2)cc2cc(Cl)ccc21	3%	5%	nt
COc1ccc(S(=O)(=O)Cc2ccccc2)cc1N	-1%	18%	-5%
CCOCCCNCc1cc(Cl)cc(Cl)c1OCC	-16%	-5%	-2%
Continued:
SMILES	KAT2A inh	FEN1 inhibitor	N370S GC mod
N#Cc1cc2cc3c(cc2nc1SCC(=O)N1CCCC1)OCCO3	2%	-15%	1%
Cc1cnc(C(=O)OC(C)C(=O)NCc2ccccc2)cn1 (stereo not drawn)	-6%	-2%	3%
CC(=O)Nc1ccc(S(=O)(=O)NCCC(=O)OC(C)C(=O)NC2(C#N)CCCCC2)cc1 (stereo not drawn)	-5%	16%	nt
COc1ccc2nc(SCC(=O)NN)cc(C)c2c1	-8%	-3%	1%
CCOC(=O)[C@H]1[C@H]2COc3ccc(Br)cc3[C@@H]2N2C(=O)CN(CC3CCCO3)C(=O)[C@@]12C (stereo partly drawn)	-11%	20%	nt
CCOC(=O)c1nn(-c2ccc(F)cc2)c(=O)c2c(N)scc12	0%	11%	-9%
O=c1oc2ccc3ccccc3c2cc1-c1nnc(Nc2ccc(F)cc2)s1	-6%	-7%	nt
O=C(OC1CCOC1=O)c1cccc(S(=O)(=O)Nc2cccc(Cl)c2)c1 (stereo not drawn)	-1%	-8%	-10%
CCc1nc(Nc2ccc(F)c(Cl)c2)c2c3c(sc2n1)CCCC3	-9%	0%	nt
CCNC(=O)C(C)NC(=O)C1=NN(c2ccccc2)C(=O)CC1 (stereo not drawn)	-2%	3%	-1%
CC1CCCCC12NC(=O)N(CC(=O)Nc1nccs1)C2=O (stereo not drawn)	2%	-2%	nt
Clc1ccc(-c2ccc(CNCC3CCCO3)o2)cc1 (stereo not drawn)	-7%	-11%	11%
CCOc1ccccc1N(C(=O)c1snc(C(N)=O)c1N)C(CC)C(=O)NC1CCCC1 (stereo not drawn)	-1%	-9%	7%
COc1ccc(Cl)cc1NC(=O)Cn1c(C)csc1=O	-3%	-4%	nt
CN(CC(=O)Nc1ccccc1Cl)C(=O)COC(=O)c1nc(Cl)c(Cl)c(Cl)c1Cl	-18%	-15%	-7%
CCN1CCN(Cc2cc(=O)oc3cc(C)cc(C)c23)CC1	-16%	8%	-1%
N#Cc1cnn(Cc2ccccc2)c1N	-2%	3%	-1%
COc1cccc(/C=C2\Sc3ccc(C(=O)NCC4CCCO4)cc3N(C)C2=O)c1 (stereo not drawn)	-14%	-23%	-5%
O=C(Cn1ncc2c(=O)oc3ccccc3c21)N1CCN(c2ccccn2)CC1	-8%	-9%	-24%
CCO[C@H]1OC(C(=O)N2CCCCCCC2)=C[C@@H](c2csc3ccccc23)[C@@H]1CCCO	-2%	-13%	?
COCCNC(=O)COC(=O)C1=Cc2ccccc2OC1	3%	21%	-2%
COc1ccccc1C(=O)Nc1ccc(C)cc1C(=O)c1ccccc1	6%	-10%	26%
CCOCCCNC(=O)C1CCN(S(=O)(=O)c2ccc(C)cc2)CC1	0%	-16%	9%
CN(C)C(=O)N1CCC(C(=O)NCc2ccc(F)cc2Cl)CC1	5%	-11%	3%
Cc1cc(C)c(C(=O)CSc2nnc(C)s2)c(C)c1	6%	-1%	9%
(next part)
SMILES	KAT2A inh	FEN1 inhibitor	N370S GC mod
Cc1cc(S(=O)(=O)Nc2ccc3c(c2)n(C)c(=O)n3C)ccc1F	-8%	-7%	-3%
CCOC(=O)c1c(C)[nH]c(C)c1C(=O)COC(=O)/C=C/c1ccc(OC)cc1	-14%	-18%	-5%
N#CCCN(C(=O)COC(=O)CCc1c[nH]c2ccccc12)c1ccc(F)cc1	-10%	0%	3%
NCCCSC1=NCCCN1	-3%	9%	-13%
CCCCN(C(=O)C(C)Oc1ccc(Cl)cc1)c1c(N)n(CCCC)c(=O)[nH]c1=O (stereo not drawn)	0%	-1%	0%
CN(Cc1ccccc1)C(=O)c1nc[nH]c1C(=O)N(C)Cc1ccccc1	3%	0%	nt
C/C=C/C1=CC(=O)C[C@H](c2ccc(F)cc2)C1	-9%	-10%	nt
CN1CCc2nc(NC(=O)COc3ccc(C#N)cc3)sc2C1	-1%	2%	4%
CSc1ncnc2c1ncn2C1OC(CO)C(O)C1O (stereo not drawn)	-1%	nt	3%
COc1cc(C(=O)Nc2sc3c(c2C#N)CCCC3)c(Br)c(OC)c1OC	2%	-3%	nt
CCC(=O)NNc1nc2c(F)cc(F)cc2s1	-7%	20%	9%
NCCCCCc1nnc(SCc2ccccc2Cl)o1	-6%	5%	-10%
CCOc1ccc(S(=O)(=O)Nc2ccc(C(=O)NCC(c3ccco3)N(C)C)cc2)cc1 (stereo not drawn)	-13%	0%	?
CSc1nc(N)c2ncn([C@H]3O[C@H](COP(=O)(O)OP(=O)(O)O)[C@@H](O)[C@@H]3O)c2n1	-8%	nt	-2%
CC(C)(C)OC(=O)N1CCC(C(=O)Nc2ccc(C(=O)N3CCOCC3)cc2)CC1	-1%	-16%	nt
COc1ccc(N2CCN(C(CNC(=O)c3cccs3)c3ccco3)CC2)cc1 (stereo not drawn)	-10%	-6%	-8%
O=C1NC[C@H](Cc2ccccc2)N(CCc2cccc(F)c2)C1=O	1%	8%	-2%
O=C(Nc1ccc(-n2cc(Cl)cn2)cc1)c1ccncc1	-11%	3%	-8%
COCCN(C(=O)Nc1ccccc1)c1ccccc1	1%	-2%	19%
COc1ccc(CCC(=O)N2CC(C)OC(C)C2)cc1 (stereo not drawn)	-17%	-9%	0%
CCN(C(=O)CSc1nc2ccccc2n1CC)C1CCS(=O)(=O)C1 (stereo not drawn)	-4%	-3%	2%
COC(=O)c1ccc(Cl)cc1N(Cc1c(F)cccc1Cl)S(C)(=O)=O	-2%	12%	2%
Cc1ccc2nc(C(F)C(F)(F)F)[nH]c2c1 (stereo not drawn)	0%	4%	-3%
Cc1ccccc1OCC(O)Cn1c2ccccc2c2ccccc21 (stereo not drawn)	-1%	-19%	-29%
C#CCOCCOCCOCCNc1nc(N2CCN(C(=O)[C@H](CCC(=O)O)n3cc(C(N)CC(C)C)nn3)CC2)nc(N2CCN(C(=O)[C@H](Cc3cc4ccccc4[nH]3)n3cc(C(N)[C@H](C)CC)nn3)CC2)n1 (stereo partly drawn)	-6%	5%	4%

Quoted at random: three records from the list.
SMILES	KAT2A inh	FEN1 inhibitor	N370S GC mod
COC(=O)c1ccc(C2Nc3ccc(/C(C)=N/NC(=O)C(OC)c4ccccc4)cc3C3C=CCC32)cc1 (stereo not drawn)	-27%	9%	3%
O=C1c2ccccc2C(=O)C12Cc1ccccc1N1CCN(c3ccccc3)CC12 (stereo not drawn)	-3%	-1%	-10%
CN(C)C(=O)N1CCC(C(=O)NCc2ccc(F)cc2Cl)CC1	5%	-11%	3%

Back to the main list, repeating the six entries before the break.
SMILES	KAT2A inh	FEN1 inhibitor	N370S GC mod
COc1ccc(CCC(=O)N2CC(C)OC(C)C2)cc1 (stereo not drawn)	-17%	-9%	0%
CCN(C(=O)CSc1nc2ccccc2n1CC)C1CCS(=O)(=O)C1 (stereo not drawn)	-4%	-3%	2%
COC(=O)c1ccc(Cl)cc1N(Cc1c(F)cccc1Cl)S(C)(=O)=O	-2%	12%	2%
Cc1ccc2nc(C(F)C(F)(F)F)[nH]c2c1 (stereo not drawn)	0%	4%	-3%
Cc1ccccc1OCC(O)Cn1c2ccccc2c2ccccc21 (stereo not drawn)	-1%	-19%	-29%
C#CCOCCOCCOCCNc1nc(N2CCN(C(=O)[C@H](CCC(=O)O)n3cc(C(N)CC(C)C)nn3)CC2)nc(N2CCN(C(=O)[C@H](Cc3cc4ccccc4[nH]3)n3cc(C(N)[C@H](C)CC)nn3)CC2)n1 (stereo partly drawn)	-6%	5%	4%
CSc1ccc(CNC(=O)CCn2c(=O)c3cccn3c3ccc(F)cc32)cc1	-2%	24%	nt
C=CCn1c(N)c(C(=O)Nc2ccc(C)cc2)sc1=S	0%	14%	2%
Cc1ccc(CNC(=O)c2ccc(-n3c(C)cc4c3CCCC4)cc2)cc1	1%	-8%	nt
COc1ccc(Cl)cc1NC(=O)CN(C)C(=O)Cn1cnc2c1c(=O)n(C)c(=O)n2C	-1%	-5%	-15%
COCCN(C(=O)COC(=O)c1ccccc1Oc1ccccc1)c1c(N)n(Cc2ccccc2)c(=O)[nH]c1=O	1%	-2%	-8%
CSc1ccc(-c2cc(=O)c3ccccc3o2)cc1	?	?	9%
CC(=O)c1c(COC(=O)c2cccnc2)nc2ccccc2[n+]1[O-]	-5%	-2%	-1%
CC1Cc2ccccc2N1C(=O)c1ccc(N2CCCCC2)c([N+](=O)[O-])c1 (stereo not drawn)	-6%	-6%	21%
CC(=O)c1cc(F)c(N2CCCC2)cc1C	-3%	5%	-3%
CCN(CCO)c1nc(NCc2ccccc2)c2cnn(C)c2n1	-2%	17%	-7%
CS(=O)(=O)N(CC(=O)N1CCCCCC1)c1cccc(Br)c1	1%	-16%	8%
Cc1ccc(NC(=O)COc2cccc3ccccc23)c(O)c1	3%	17%	nt
COc1cccc(-c2cc(C(=O)Nc3ccc(Br)c(C)c3)[nH]n2)c1	-9%	-10%	nt
Cc1cccn2c(=O)c(/C=C(\C#N)C(=O)NC3CCS(=O)(=O)C3)c(N3CCC(C)CC3)nc12 (stereo not drawn)	-2%	9%	?
CCC(=O)[C@@]1(C)[C@H](C)C[C@@H]2[C@@H]3CCC4=CC(=O)C=C[C@@]4(C)[C@H]3[C@H](O)C[C@]21C	5%[21.4 µM]	nt	-16%[21.6 µM]
CCOCCCNC(=O)C(C)NS(=O)(=O)c1ccc(C)cc1 (stereo not drawn)	-1%	-5%	2%
COc1ccc2ccccc2c1CNCc1ccc(C)cc1	-12%	-7%	-12%
O=C(CN1c2cccc3cccc(c23)S1(=O)=O)NCc1ccc(Cl)cc1	-11%	-2%	nt
O=S(=O)(Nc1nc2ccccc2nc1OCC(F)(F)F)c1cccs1	-6%	7%	-3%
Cc1ccnc(NC(=S)NC(=O)/C=C/c2ccc(Cl)cc2)c1	37%[activator]	-2%	3%
Cc1ccc(S(=O)(=O)N(C)C)cc1NC(=S)NC(C)CCCC(C)C (stereo not drawn)	-6%	-19%	2%
Cc1cc(Cl)ccc1OCC(=O)OC(C)C(=O)NC(N)=O (stereo not drawn)	-3%	0%	-15%
